Giardia kill: kills Giardia lamblia; Giardia lamblia trophozoite viability; activity change, % at 7.66 µM, hits read low; 340,000 tested, 0.15% active; in the data active = activity change below about -80%; inconclusive = between about -30% and that limit;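 note: parasites exposed to compound for two days anaerobically before the ATP read; % is set by controls: 0 for no effect and ±100 for the full control effect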
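Killing of trophozoites was scored by loss of ATP luminescence after a 48 hrs anaerobic exposure to compounds at 37 deg C, using 100 cells per well.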
A-T KAP1 phos: potential ataxia-telangiectasia treatments restoring KAP-1 phosphorylation. […] A-T fibroblasts, KAP-1 phosphorylation AlphaLISA; neocarzinostatin DNA damage 30 min before lysis. Potency, µM (titrated, usually from 57.5 µM), for inactives: at the highest dose activation, usual class: activators. 320,000 tested, 0.19% active; note: potency is the fitted concentration of half-maximal effect; % of control where 0% means no effect; nearly all actives have a fitted effect of over 45% in size
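ATM-like activity read as KAP-1 phosphorylation via AlphaLISA donor/acceptor antibody pairs after lysis and 6 hr at 25C. Cells were ATM-null patient fibroblasts ([…], hTERT), dosed 60 min, then exposed to the DSB inducer NCS for 30 min.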
KCNH2 WT inh: inhibitors of human wildtype KCNH2 potassium channel | 340,000 tested, 0.37% active | activity change, % at 1.84 µM | U2OS, BacMam KCNH2, thallium flux FluxOr; stronger effect = lower value;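 active = maximum activity change below -70%; inconclusive = maximum activity change between -70% and -50%; inactive = maximum activity change above -50%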; note: % is set by controls: 0 for no effect and ±100 for the full control effect
Target sequence (Q12809 whole entry, looked up): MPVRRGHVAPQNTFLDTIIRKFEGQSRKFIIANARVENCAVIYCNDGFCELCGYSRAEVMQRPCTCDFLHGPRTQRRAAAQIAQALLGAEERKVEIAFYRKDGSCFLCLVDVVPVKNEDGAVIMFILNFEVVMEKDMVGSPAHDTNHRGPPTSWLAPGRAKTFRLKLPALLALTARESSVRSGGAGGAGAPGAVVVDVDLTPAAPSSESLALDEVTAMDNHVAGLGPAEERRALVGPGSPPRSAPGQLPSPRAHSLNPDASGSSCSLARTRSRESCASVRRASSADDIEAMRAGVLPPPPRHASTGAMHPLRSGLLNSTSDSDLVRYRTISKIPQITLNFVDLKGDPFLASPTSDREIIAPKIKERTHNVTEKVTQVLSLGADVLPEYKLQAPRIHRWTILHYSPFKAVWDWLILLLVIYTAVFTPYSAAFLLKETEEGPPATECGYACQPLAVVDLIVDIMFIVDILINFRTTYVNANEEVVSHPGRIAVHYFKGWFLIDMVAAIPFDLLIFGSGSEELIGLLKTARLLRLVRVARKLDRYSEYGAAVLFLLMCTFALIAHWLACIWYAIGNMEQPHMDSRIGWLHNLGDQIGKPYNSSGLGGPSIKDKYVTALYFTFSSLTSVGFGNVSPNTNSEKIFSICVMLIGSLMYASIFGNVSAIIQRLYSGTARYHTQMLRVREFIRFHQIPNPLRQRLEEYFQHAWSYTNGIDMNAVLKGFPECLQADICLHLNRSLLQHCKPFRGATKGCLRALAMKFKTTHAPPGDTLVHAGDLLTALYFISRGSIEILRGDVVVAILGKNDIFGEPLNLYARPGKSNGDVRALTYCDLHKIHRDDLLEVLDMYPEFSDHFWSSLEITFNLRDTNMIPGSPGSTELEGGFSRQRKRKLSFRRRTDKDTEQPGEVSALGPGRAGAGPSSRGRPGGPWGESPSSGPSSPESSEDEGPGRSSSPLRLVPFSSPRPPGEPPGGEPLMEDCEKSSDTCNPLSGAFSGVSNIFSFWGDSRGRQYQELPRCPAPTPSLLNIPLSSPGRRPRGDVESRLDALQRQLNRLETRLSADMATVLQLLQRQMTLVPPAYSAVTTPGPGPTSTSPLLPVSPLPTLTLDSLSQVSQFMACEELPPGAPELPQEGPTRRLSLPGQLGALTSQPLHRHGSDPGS
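U2OS cells transduced with wild-type KCNH2 virus are loaded with FluxOr dye for 45 min, and thallium flux is measured in kinetic reads before and after stimulation buffer. Rate constants are normalized to DMSO controls.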
CXXC DNA block: inhibitors of human MLL CXXC domain-DNA interaction; 290,000 tested, 0.037% active; Q03164; Potency, µM (titrated, usually from 115 µM), for inactives: at the highest dose activity change, negative = inhibition, hits mostly inhibitors; MLL-CXXC / FITC-HOXA9 DNA fluorescence polarization; AID 2662; active = well fitted inhibition curve with a large enough effect in the polarisation, with a control signal flat, not every such curve was filed as active; inconclusive = small, poorly fitted or top-dose-only effect, or effect the other way, or a change in a side signal; inactive = no such curve, though single readings can be large or run the other way; the % refers to the polarisation; note: potency is the fitted concentration of half-maximal effect
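Fluorescence polarization: 7 uM MLL-CXXC (stock) preincubated 5 min with compounds, then 50 nM fluorescein-HOX-A9 DNA (stock) added; 30 min ambient. Buffer 50 mM Tris-HCl pH 7.5, 50 mM NaCl, 1 mM DTT, 0.05% BSA.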
TSHR antag: human thyrotropin receptor antagonism; P16473; TSHR-expressing cells, TSH-stimulated cAMP HTRF, 2 h; stronger effect = lower value; activity change, negative = inhibition, % at 11.5 µM; 330,000 tested, 0.2% active; AID 504810;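 active = activity change below a set negative limit, meaning inhibition stronger than a set level, cut at about -70% in these data; inconclusive = activity change between two set negative limits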; note: % is set by controls: 0 for no effect and ±100 for the full control effect
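Cell-based HTRF cAMP assay; TSHR cells + compound, TSH EC80 (4nM final), 2 h, 37 deg C. Lysis with anti-cAMP cryptate and cAMP-d2, 30 min RT, read 665/620 nm.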
BCR signal inh: blocks chronic active B-cell receptor signaling; ABC-DLBCL IkBa-CBG/CBR reporter, luminescence ratio, 4 h; Potency, µM (highest dose often 46.1 µM), inactives show at the top dose ratio change, negative = lower green/red ratio, hits mostly inhibitors; 340,000 tested, 0.05% active; active = well fitted inhibition curve with a large enough effect in the signal ratio, with a control signal flat, not every such curve was filed as active; inconclusive = small, poorly fitted or top-dose-only effect, or effect the other way, or a change in a side signal; the % refers to the signal ratio;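 note: potency is the fitted concentration of half-maximal effect; plate controls were basal doxycycline-induced cells for no effect and cells given 10 µM MG132 for full effect; MG132 reads +100%, hits lower the ratio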
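Cell line TMD8 (human ABC DLBCL), stably expressing tet-inducible CBG68-IkBa fusion and CBR; IMDM/0.5% FBS; cpd up to 46 uM; dox induction, 4 h, 37C/5% CO2; dual luminescence; green/red ratio; MG132 control.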
FBPA coupling cs: inhibits coupling enzyme system, counter-screen for aldolase hits; coupling enzyme system counterscreen, AmpLite Red fluorescence; activity change, negative = inhibition, % at 58.2 µM, hits read low; 290,000 tested, 0.67% active; AID 2472; in the data active = activity change below about -30%; note: % is set by controls: 0 for no effect and ±100 for the full control effect
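Compounds tested against the coupling enzymes alone at 57.5 uM final; readout was AmpLite Red fluorescence (525/598 nm) after 20 min at RT.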
TCR act: activators of T cell receptors. primary human leukocytes, anti-CD3, IL-2 HTRF, 48 h. Potency, µM (top dose mostly 9.22 µM), without a hit: at the highest dose activation of IL-2 secretion, usual class: activators. 330,000 tested, under 10 active. AID 504894; note: % of control where 0% means no effect
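48 hr co-incubation of compounds, a-CD3 beads and primary human leukocytes; IL-2 quantified homogeneously by HTRF with anti-IL-2 K and d2 conjugates.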
GALK inhibitor: blocks human galactokinase activity; P51570; Purified GALK, Kinase-Glo residual ATP luminescence; Potency, µM (doses to about 57.5 µM), inactives show at the highest dose activity change, negative = inhibition, actives largely listed as inhibitors; 270,000 tested, 0.007% active; note: potency is the fitted concentration of half-maximal effect; % is set by controls: 0 for no effect and ±100 for the full control effect
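Kinase-Glo Plus luminescence measured ATP left after a 1 h room-temperature reaction. The reaction used 5 nM GALK, 100 uM galactose and 35 uM ATP at pH 8.0 (20 mM HEPES, 5 mM MgCl2, 60 mM NaCl, 1 mM DTT, 0.01% BSA).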
Tb PFK block: T. brucei PFK enzyme inhibition | O15648 | T. brucei PFK, ADP-Glo luminescence | Potency, µM (highest dose often 57.5 µM), without a hit: at the highest dose activity, negative = inhibition, most hits filed as inhibitors | 330,000 tested, 0.17% active;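 note: potency is the fitted concentration of half-maximal effect; 0% = uninhibited 1x PFK enzyme wells and -100% = no-enzyme wells; nearly all actives have a fitted effect of over 60% in size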
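Luminescent ADP detection (ADP-Glo, two-step: ATP depletion then ADP-to-ATP conversion for luciferase) reported PFK activity after 45 min room-temperature reaction of 1.25 nM enzyme with 0.5 mM F6P and 0.1 mM ATP at pH 8.0.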
The depositor's hits bear a star; ? = inconclusive; . = not tested or not shown; [ ] = another dose, or the depositor's remark. Unless noted, calls come from the whole dose curve; as a rule, active = well fitted curve in the direction sought with a large enough effect; inconclusive = small, poorly fitted or top-dose-only effect, or another doubt; inactive = no such curve, though single readings can be large; an effect the other way counts as inactive or inconclusive.

SMILES	Giardia kill	A-T KAP1 phos	KCNH2 WT inh	CXXC DNA block	TSHR antag	BCR signal inh	FBPA coupling cs	TCR act	GALK inhibitor	Tb PFK block
CC(/C=C/c1ccccc1)=N/NC(=O)CCC(=O)Nc1ccccc1C	-13.5	4.0%	2.6	8.3%	24.5	2.5%	1.1	-3.0%[46.1 µM]	.	-2.7%
Cc1nc2c3ccccc3n(Cc3ccccc3F)c2s1	14.2	5.3%	33.5	9.2%	-10.4	?	0.2	9.2%[46.1 µM]	0.3%	1.2%
CSc1ccc(C#N)cc1NC(=O)c1ccccc1	0.3	2.4%	0.1	34.6%[activator]	-8.6	-4.5%	0.0	1.1%	0.4%	-0.7%
N#Cc1cc2c(nc1SCC(=O)Nc1sc3c(c1C#N)CCC3)CCCC2	-2.1	-3.6%	-1.6	13.6%	-11.4	-6.2%	0.8	1.3%	.	-1.2%
CC1=C(C(=O)OC(C)C)C(C)C(C(=O)OC(C)C)=C(C)N1	4.3	0.4%	-0.2	-12.2%	-13.9	-0.1%	-4.6	2.0%	-0.1%	-0.4%
COC(=O)c1ccc(Cc2ccccc2)o1	-6.4	1.7%	-18.3	1.6%	-1.6	-5.5%	-1.5	9.7%	-0.2%	-4.2%
CC(=O)N1c2ccc(S(=O)(=O)N(C)Cc3ccco3)cc2CC1C (stereo not drawn)	1.4	3.6%	-0.1	-1.5%	11.1	-0.2%	0.3	-3.3%	6.4%	-0.7%
O=C(NC(=S)N1CCN(c2nc(-c3ccccc3)cs2)CC1)c1cncc(Br)c1	-10.1	11.1%	2.5	-0.2%	-23.5	?	5.0	4.4%	-3.9%	4.4%
CC(C)CNC(=O)CC(c1ccccc1)c1c(O)ccc2ccccc12 (stereo not drawn)	4.1	0.2%	2.8	4.4%	-1.1	?	0.1	-0.3%	-2.9%	-7.3%
Cc1cc(C)n(C)c(=O)c1C#N	-4.6	-4.3%	-2.2	11.1%	16.3	-0.5%	0.3	-0.9%	1.7%	-3.8%
CCCc1ccc(OCCNC(=O)c2ccccc2Br)cc1	-27.7	10.2%	-6.7	-9.7%	-19.2	-7.4%	-2.0	2.7%	3.7%	-3.2%
CC(=O)Nc1cccc(C(=O)OC(C)C(=O)Nc2ccc(S(=O)(=O)N3CCCC3)cc2)c1 (stereo not drawn)	4.7	2.7%	-3.1	.	-3.2	?	.	4.5%	.	-2.0%
Cc1cc(Cl)ccc1OCCCC(=O)OCC(=O)Nc1cccc(S(N)(=O)=O)c1	7.6	-23.3%	-0.5	.	-20.6	3.6%	.	-8.0%	.	0.9%
Cn1c(SCC(=O)N2CCCCCC2)nc2c([nH]c3ccccc32)c1=O	8.1	-4.1%	-2.3	-7.5%	1.3	-1.1%	2.3	-21.0%	1.9%	2.3%
N/C(=N\c1nc(C(F)(F)F)cc(=O)[nH]1)Nc1ccc(Cl)cc1	.	-4.2%	.	?	-10.6	?	-11.9	4.4%[46.1 µM]	2.3%	-9.9%
COc1cc(CNCCCO)ccc1OCC(=O)NC(C)(C)C	-5.6	0.8%	1.9	-4.6%	-0.3	2.6%	-2.1	6.2%	0.9%	-4.3%
CSc1n[nH]c(NC(=O)c2c(-c3c(Cl)cccc3Cl)noc2C)n1	-19.7	0.0%	-3.5	3.3%	-5.1	0.8%	-12.3	-7.0%	1.2%	0.9%
COc1ccc(C(C(=O)NC2CCCC2)N(CCO)C(=O)Cn2nnc(-c3ccc(C)o3)n2)cc1 (stereo not drawn)	13.1	-3.5%	-3.9	-3.0%	9.7	-3.9%	2.8	-4.9%	10.4%	1.7%
Cc1c(C#N)c2ccccc2n1CC(=O)O	-11.1	7.4%	0.8	0.0%	-2.3	2.2%	3.6	-11.5%	4.2%	0.4%
COC(=O)CN1C(=O)S/C(=C/c2ccc(N3CCCCC3)o2)C1=O	5.2	1.8%	1.0	?	27.7	3.2%	-42.9*	6.0%	-0.7%	-8.1%
Cc1cnc(C(=O)OCC(=O)c2c[nH]c3ccccc23)cn1	9.3	6.7%	17.2	.	1.1	-0.1%	.	3.2%	.	-1.0%
CC(OC(=O)Cn1[nH]c(=O)c2ccccc2c1=O)C(=O)c1ccccc1 (stereo not drawn)	-23.5	-3.1%	10.7	-4.0%	7.7	4.1%	-0.4	-3.4%	4.3%	3.1%
CC(C(=O)NCCc1nc2ccccc2[nH]1)n1cc([N+](=O)[O-])cn1 (stereo not drawn)	-12.5	0.0%	-1.8	-5.7%	19.0	5.2%	1.9	-2.1%	-2.1%	-14.6%
COCCNC(=O)c1ccccc1-c1nc(-c2ccccc2OC)no1	9.8	-2.0%	11.6	-5.7%	20.0	-0.3%	0.7	7.8%	0.1%	0.9%
CC(NC(=O)CSc1nnc(CC(=O)Nc2ccc(Cl)c(Cl)c2)n1C)c1ccccc1 (stereo not drawn)	-0.3	.	-13.8	5.6%	9.8	?	4.0	0.0%	4.3%	-7.1%

4 entries from above, reformatted.
Values in the order: Giardia kill, A-T KAP1 phos, KCNH2 WT inh, CXXC DNA block, TSHR antag, BCR signal inh, FBPA coupling cs, TCR act, GALK inhibitor, Tb PFK block
- COC(=O)CN1C(=O)S/C(=C/c2ccc(N3CCCCC3)o2)C1=O
→ 5.2, 1.8%, 1.0, ?, 27.7, 3.2%, -42.9*, 6.0%, -0.7%, -8.1%
- Cc1cnc(C(=O)OCC(=O)c2c[nH]c3ccccc23)cn1
→ 9.3, 6.7%, 17.2, ., 1.1, -0.1%, ., 3.2%, ., -1.0%
- CC(OC(=O)Cn1[nH]c(=O)c2ccccc2c1=O)C(=O)c1ccccc1 (stereo not drawn)
→ -23.5, -3.1%, 10.7, -4.0%, 7.7, 4.1%, -0.4, -3.4%, 4.3%, 3.1%
- CC(C(=O)NCCc1nc2ccccc2[nH]1)n1cc([N+](=O)[O-])cn1 (stereo not drawn)
→ -12.5, 0.0%, -1.8, -5.7%, 19.0, 5.2%, 1.9, -2.1%, -2.1%, -14.6%

(further entries)
SMILES	Giardia kill	A-T KAP1 phos	KCNH2 WT inh	CXXC DNA block	TSHR antag	BCR signal inh	FBPA coupling cs	TCR act	GALK inhibitor	Tb PFK block
O=C(CN1CCOCC1)N/N=C/c1ccccc1	18.7	-2.5%	-17.9	2.5%	2.2	-0.4%	1.5	.	0.9%	0.3%
COc1cc(C(C(=O)NC2CCCCC2)N(Cc2ccco2)C(=O)c2cnccn2)cc(OC)c1OC (stereo not drawn)	14.2	0.3%	-0.1	-8.9%	-6.9	3.5%	0.4	-4.7%	1.7%	0.0%
C=CCSc1nccc(-c2nn(-c3ccc(C)cc3)ccc2=O)n1	24.7	-11.4%	-8.1	12.0%	-6.1	-1.4%	-0.2	-4.4%	-0.9%	5.5%
Cc1nnc(NC(=O)CSc2nc(C3CCCCC3)nc3ccccc23)s1	10.3	-1.4%	1.5	-0.5%	-2.4	?	9.2	-12.1%	1.8%	1.9%
CCCCn1nc2cc(C(=O)NCc3ccccc3)ccc2c1OCC	-22.1	15.3%	-7.0	1.1%	-3.9	?	-1.2	-0.8%	-3.2%	-3.5%
COc1ccccc1N1CCN(C2CCCN(C(=O)CCN3CCCCO3)C2)CC1 (stereo not drawn)	-9.2	4.2%	-13.8	1.7%	12.5	-0.6%	.	-2.7%	-2.4%	-2.6%
COc1ccc2c(=O)c(C(=O)NCc3ccccc3)c[nH]c2c1	12.4	8.9%	8.1	4.2%	-7.1	?	5.1	-0.9%	7.0%	0.7%
O=C(N=C1SC2CS(=O)(=O)CC2N1c1cccc(Cl)c1)C1CCCO1 (stereo not drawn)	0.2	1.5%	-2.7	3.0%	-6.0	-0.2%	2.6	6.3%	8.4%	-4.1%
Cc1c(C)c2ccc(O[C@@H]3O[C@H](CO)[C@H](O)[C@H](O)[C@H]3O)c(C)c2oc1=O	2.9	-11.7%	18.7	-13.2%	9.3	-2.9%	1.0	0.0%	.	15.8%
CC1CCN(CC(=O)Nc2nc(-c3ccccc3)cs2)CC1	3.2	2.6%	2.5	0.4%	2.5	3.9%	1.9	2.9%	3.2%	-2.0%
COc1ccc(-c2c(NC(=O)C(C)C)n(C)c3ccccc3c2=O)cc1	1.4	-3.0%	-18.5	6.8%	-2.1	-1.8%	1.5	-2.1%	2.0%	0.3%
N#Cc1c(Cl)nc(SCc2ccccc2)nc1-c1ccccc1	.	14.3%	.	11.2%	-33.5	?	20.2	.	-2.8%	10.9%
O=C1c2ccccc2NC2CCCCCN12 (stereo not drawn)	17.5	-3.3%	2.4	2.2%	6.1	-15.4%	3.9	-5.7%[46.1 µM]	-0.8%	-4.6%
COC(=O)C1CCN(CC(=O)Nc2ccc3c(c2)OCCO3)CC1	31.2[activator]	1.3%	2.4	.	-1.4	?	.	10.0%	.	1.2%
CCOc1ccc(CNS(=O)(=O)c2ccc3c(c2)CC(=O)N3C)cc1	3.4	3.8%	5.0	4.2%	8.3	-2.0%	.	-16.1%	0.7%	1.4%

Screening results: PubChem, National Center for Advancing Translational Sciences (NCATS)
